Ecoli viability = bacterial growth inhibition, counter-screen for AddAB inhibitors; E. coli V3065 growth, OD600 absorbance, 18 h; inhibition, % at 11.9 µM; actives 0.27% (n = 330,000); AID 449728;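 active means inhibition above the campaign's mean inhibition across all tested compounds plus 3 SD, cut at about 9.9% in these data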;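 further: uninfected addAB+ strain grown without phage in ampicillin broth; 0% = DMSO wells and 100% = ciprofloxacin 0.95 µg/ml wells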
phage Ecoli inh = E. coli growth loss with phage present. growth absorbance. inhibition, % at 11.9 µM. actives 0.26% (n = 360,000); in the data active means inhibition above about 11%
CAL PDZ FP-1 = human CAL PDZ-peptide interaction inhibition; purified CAL PDZ, TMR-peptide fluorescence polarization, 1 h; actives 0.02% (n = 330,000); AID 504414; Q9HD26; inhibition, % at 20 µM;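 active means highest replicate inhibition of at least 40%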;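 further: plate controls were DMSO neutral control wells for no effect and unlabeled competitor peptide control wells for full effect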
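Control set: unlabelled peptide and DMSO controls / Material: purified CerCALP PDZ construct / Timing: 1 h incubation at room temperature before polarization reading / Doses: 20 µM, one dose / Detection: fluorescence polarization (mP)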
CAL PDZ FP-2 = blocks peptide binding to the human CAL PDZ domain; Q9HD26; purified CAL PDZ, TMR-peptide fluorescence polarization, 1 h; inhibition, % at 24.9 µM; actives 0.92% (n = 300,000); AID 602252;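 active means mean inhibition of at least 30% with at least half of replicates also reaching 30%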;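 further: 0% = DMSO neutral control and 100% = excess unlabeled competitor peptide PRC23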
SR-BI HDL uptake = inhibitors of mouse SR-BI mediated HDL lipid uptake; ldlA[mSR-BI] CHO cells, DiI-HDL uptake fluorescence, 3 h; AID 488896; Q61009; inhibition, % at 12.5 µM; actives 0.96% (n = 320,000);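 active means mean replicate inhibition of at least 70% and a set share of replicates each scoring 70 or more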;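 further: 0% = median of neutral control wells and 100% = median of positive control wells; values of inactives mirror those of a sister screen read the other way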
Target sequence (Q61009 whole entry, looked up): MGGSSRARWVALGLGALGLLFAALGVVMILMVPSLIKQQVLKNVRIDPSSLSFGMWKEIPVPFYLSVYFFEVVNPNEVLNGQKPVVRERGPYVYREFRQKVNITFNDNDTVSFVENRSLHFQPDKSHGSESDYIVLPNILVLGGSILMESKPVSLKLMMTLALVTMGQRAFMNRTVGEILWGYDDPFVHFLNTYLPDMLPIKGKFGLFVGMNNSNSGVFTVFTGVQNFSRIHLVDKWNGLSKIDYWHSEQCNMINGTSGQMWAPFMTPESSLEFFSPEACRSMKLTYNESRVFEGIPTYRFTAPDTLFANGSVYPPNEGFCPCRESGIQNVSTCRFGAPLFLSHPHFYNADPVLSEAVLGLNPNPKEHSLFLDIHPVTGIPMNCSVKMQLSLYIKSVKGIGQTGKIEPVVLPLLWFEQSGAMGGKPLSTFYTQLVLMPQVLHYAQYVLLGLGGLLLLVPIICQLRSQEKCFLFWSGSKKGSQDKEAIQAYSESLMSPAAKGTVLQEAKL
Wnt act = activators of Wnt/beta-catenin signaling. Wnt/beta-catenin reporter cell assay, activator, plate reader. activation, % at 9.35 µM. actives 1.2% (n = 300,000); in the data active means activation above about 30%, passing the limit was not always enough;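 further: 0% = neutral control wells and 100% = positive control wells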
SR-BI DiI-HDL act = enhances SR-BI lipid uptake from DiI-HDL; CHO ldlA[mSR-BI] cells, DiI-HDL uptake fluorescence, 3 h; 100 = double the neutral-control signal; activation, % at 12.5 µM; actives 0.096% (n = 320,000);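 active means mean replicate activation of at least 60% and every replicate at or above 60%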;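 further: 0% = median plate neutral-control signal and 100% = twice that signal; values of inactives mirror those of a sister screen read the other way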
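Test system: SR-BI-overexpressing, LDLR-lacking CHO cells; Medium: Ham's F12 with 0.5% BSA, HEPES 25 mM, pH 7.4; Schedule: 3 h, 37 °C; Technique: bottom-read fluorescence, 550/595 nm.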
Tat export inh = E. coli Tat transport inhibition. E. coli MC4100 TorA-mCherry Tat export, fluorescence. inhibition, % at 10 µM. actives 0.036% (n = 340,000). AID 488895;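 active means mean replicate inhibition at least 50% and at least half of replicates individually reaching 50%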;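 further: exported cargo escapes ClpAP degradation while cytoplasmic cargo is degraded and loses fluorescence; 0% = median of neutral control wells and 100% = median of NaSCN control wells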
MITF TRPM1 HTS = MITF TRPM1 promoter activation in melanoma cells. SK-MEL-5 TRPM1-promoter luciferase, 24 h; % of positive control, neutral wells = 0. activation, % at 12.5 µM. actives 0.75% (n = 300,000). AID 588334;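 active means mean activation of at least 80% with every replicate also reaching 80%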;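 further: 0% = neutral control wells and 100% = parthenolide positive control wells; values of inactives mirror those of a sister screen read the other way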
AddAB inh = less growth of phage-infected E. coli with AddAB. E. coli expressing H. pylori AddAB, absorbance growth. inhibition, % at 11.9 µM. actives 0.29% (n = 330,000). AID 435030; in the data active means inhibition above about 12%;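 further: 0% = vehicle wells of infected cells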
Starred values were filed as active, the others as inactive; . = not tested or not shown.

SMILES | Ecoli viability | phage Ecoli inh | CAL PDZ FP-1 | CAL PDZ FP-2 | SR-BI HDL uptake | Wnt act | SR-BI DiI-HDL act | Tat export inh | MITF TRPM1 HTS | AddAB inh
Cc1cc(-c2ccc(S(=O)(=O)NCc3ccc(F)cc3)cc2)on1 | 0.6 | 3.2 | -2.0 | 0 | 16 | -2 | -16 | 0 | -9 | -0.4
O=C(COc1ccccc1Cl)N1CCN(C(=O)c2ccco2)CC1 | -1.2 | 2.6 | -1.6 | -2 | 28 | -2 | -28 | -2 | 4 | -0.4
O=[N+]([O-])c1ccc(NCCCN2CCOCC2)c([N+](=O)[O-])c1 | 0.2 | 4.0 | -0.6 | 3 | 8 | -10 | -8 | 2 | 8 | 4.1
Cc1ccc(CCNS(=O)(=O)c2ccc3c(c2)NC(=O)C(C)C(=O)N3)cc1 (centres undefined) | -2.8 | 0.9 | -0.4 | . | -15 | 4 | 15 | 1 | . | 0.0
CCOc1ccccc1NC(=O)CSc1nnc2ccc(-c3ccccn3)nn12 | 0.8 | 4.5 | -1.3 | -2 | -23 | -6 | 23 | 1 | -7 | -1.1
CC1CCC(NS(=O)(=O)c2ccc(N3CCCC3=O)cc2)CC1 (centres undefined) | 0.8 | 4.4 | -1.5 | -3 | -35 | -4 | 35 | -9 | -10 | 1.8
CCCCN1Cc2c(nc3cc(-c4ccco4)[nH]n3c2=O)C1=O | -0.1 | -4.5 | 0.2 | . | -9 | -1 | 9 | -1 | . | -1.3
Cc1cc(=O)[nH]c(SCC(=O)Nc2ccccc2C)n1 | -3.7 | 1.9 | -1.7 | -3 | -8 | -2 | 8 | 9 | -9 | 1.9
CC(C)(C)OC(=O)c1c(N)n(CCCN2CCCC2=O)c2nc3ccccc3nc12 | -1.6 | 3.4 | -2.3 | -3 | -9 | . | 9 | 0 | -7 | -1.2
Cc1cccn2c(=O)c(C(=O)NC3CCCCC3C)c(O)nc12 (centres undefined) | -0.1 | 3.1 | -1.6 | -1 | 10 | 2 | -10 | -30 | 1 | 3.5
CC(=O)c1c(C)[nH]c(C(=O)OCC(=O)N2CCN(S(=O)(=O)c3ccc(C)cc3)CC2)c1C | -0.3 | -0.3 | -0.5 | -10 | 27 | -1 | -27 | 6 | -5 | -0.2
COc1cccc(-n2c(CNc3ccc(F)cc3)nnc2SCC(N)=O)c1 | 0.7 | 1.4 | -0.4 | 4 | 6 | . | -6 | 4 | -2 | -0.2
O=C(Cc1ccc(Cl)cc1)Nc1ccc(Br)cc1 | 0.6 | 2.0 | -0.2 | . | -10 | 2 | 10 | 3 | 23 | -0.1
Cc1ccccc1NC(=O)NCc1cccnc1 | -0.5 | 1.9 | -0.4 | -3 | . | 2 | . | -1 | . | 1.3
O=C1OCCN1C(=O)[C@H]1[C@H](c2ccc([N+](=O)[O-])cc2)C(c2ccc(F)cc2)=NN1c1ccc(Br)cc1 | -1.8 | -1.2 | -0.4 | -1 | 0 | -4 | 0 | -11 | -24 | 1.7

Next section; it opens with the five that closed the last part.
SMILES | Ecoli viability | phage Ecoli inh | CAL PDZ FP-1 | CAL PDZ FP-2 | SR-BI HDL uptake | Wnt act | SR-BI DiI-HDL act | Tat export inh | MITF TRPM1 HTS | AddAB inh
CC(=O)c1c(C)[nH]c(C(=O)OCC(=O)N2CCN(S(=O)(=O)c3ccc(C)cc3)CC2)c1C | -0.3 | -0.3 | -0.5 | -10 | 27 | -1 | -27 | 6 | -5 | -0.2
COc1cccc(-n2c(CNc3ccc(F)cc3)nnc2SCC(N)=O)c1 | 0.7 | 1.4 | -0.4 | 4 | 6 | . | -6 | 4 | -2 | -0.2
O=C(Cc1ccc(Cl)cc1)Nc1ccc(Br)cc1 | 0.6 | 2.0 | -0.2 | . | -10 | 2 | 10 | 3 | 23 | -0.1
Cc1ccccc1NC(=O)NCc1cccnc1 | -0.5 | 1.9 | -0.4 | -3 | . | 2 | . | -1 | . | 1.3
O=C1OCCN1C(=O)[C@H]1[C@H](c2ccc([N+](=O)[O-])cc2)C(c2ccc(F)cc2)=NN1c1ccc(Br)cc1 | -1.8 | -1.2 | -0.4 | -1 | 0 | -4 | 0 | -11 | -24 | 1.7
COc1ccccc1N1CCN(C(=O)COc2ccc(Cl)cc2)CC1 | -0.2 | 3.6 | -0.2 | . | 15 | . | -15 | -4 | -1 | 3.8
Cc1nn(-c2ccccc2)c2c1C(c1ccc(Br)s1)C(C#N)=C(N)O2 (centres undefined) | . | . | -0.1 | . | -5 | . | 5 | -19 | -8 | .
Cc1ccc(Nc2nc(-c3ccncc3)cs2)cc1 | . | 3.8 | . | 0 | 38 | 43* | -38 | -8 | 88* | .
CC(C)c1csc(CN2CCC(CO)(Cc3cccc(F)c3)CC2)n1 | -2.1 | -1.1 | -0.5 | 5 | -4 | 0 | 4 | 5 | 17 | 0.7
CCOC(=O)C1(CCOc2ccccc2)CCN(Cc2cc(OC)cc(OC)c2)CC1 | 0.8 | 2.4 | . | -1 | 22 | 1 | -22 | 6 | -9 | 0.9
Cc1ccc(C)c(N2CCN(CCN3CCCCC3)CC2)c1 | -2.4 | -1.6 | -0.3 | -1 | -15 | -1 | 15 | 2 | 7 | -1.3
CCN1CCN(C(=O)Cn2ncc3c([nH]c4ccccc43)c2=O)CC1 | -0.1 | 0.3 | -2.3 | 1 | -29 | 0 | . | -2 | -18 | 2.9
Cc1ccc2[nH]c(=O)c(CN(Cc3cccnc3)C(=S)NCCCN(C)C)cc2c1 | -2.8 | 2.8 | -0.9 | 4 | -14 | -1 | 14 | -1 | 11 | -3.5
CCCCOC(=O)C(C#N)c1nc2ccccc2nc1N1CCOCC1 (centres undefined) | -3.3 | 2.2 | -2.7 | -1 | 11 | . | -11 | -2 | 4 | 1.1
O=[N+]([O-])c1ccc2c(c1)CCN2 | . | 1.6 | 0.0 | -4 | 1 | 4 | -1 | -8 | -1 | .
Cc1cc(C)nc(NS(=O)(=O)c2ccc(N3Cc4ccccc4C3=O)cc2)n1 | 0.3 | 5.4 | -1.6 | -3 | -7 | 0 | 7 | -5 | 11 | 2.9
O=C(Nc1ccncc1)c1sc2ccccc2c1Cl | -0.4 | -3.5 | -1.0 | 0 | -4 | 28 | 4 | 1 | 17 | 0.3
COc1ccc(NC(=O)C(=O)Nc2cccc3ccccc23)c(OC)c1 | -0.1 | 0.0 | . | 0 | 39 | 4 | -39 | -1 | 42 | -1.6
Cc1cccc(N2C(=O)C(Cl)=C(Nc3c(C)n(C)n(-c4ccccc4)c3=O)C2=O)c1C | 2.2 | 0.6 | -2.4 | 0 | -13 | -1 | 13 | -3 | -9 | 0.4
CCc1ccc(OCCCC(=O)Nc2nnc(C3CCCO3)s2)cc1 (centres undefined) | -2.5 | 1.2 | -0.4 | 10 | -2 | -2 | 2 | -3 | -9 | -1.4
Cc1cc(C(=O)NCCC2=CCCCC2)ccc1[N+](=O)[O-] | 3.5 | 8.5 | -0.3 | 2 | 6 | . | -6 | 2 | 33 | 5.1
CN=c1scc(-c2cccs2)n1/N=C/c1ccccc1O | 1.7 | 2.1 | 0.6 | -3 | 20 | -12 | -20 | -3 | -86 | 2.6
CC1=N/C(=C\c2ccc([N+](=O)[O-])cc2)C(=O)N1c1ccc(F)cc1F | 1.8 | 1.4 | 0.1 | . | -10 | 0 | 10 | 15 | 2 | 3.4
O=C(N/N=C/c1ccncc1)C1CC1(c1ccccc1)c1ccccc1 (centres undefined) | 0.0 | 1.9 | -1.3 | -6 | 5 | -1 | -5 | 15 | . | 0.3
Cc1ccc(N2C(N)=C(C#N)C(c3ccsc3)C3=C2CC(C)(C)CC3=O)cc1 (centres undefined) | -1.2 | 4.8 | -0.8 | -1 | 60 | . | -60 | 6 | -1 | 0.0
CCn1cc(C(=O)NCC2CCCO2)c(=O)c2cc(S(=O)(=O)N(C)C3CCCCC3)ccc21 (centres undefined) | -3.0 | 2.7 | -1.9 | . | -14 | -3 | 14 | 5 | 1 | 5.1
Cc1ccc(C2CC(c3cccc(NS(C)(=O)=O)c3)=NN2S(C)(=O)=O)cc1 (centres undefined) | 1.1 | 4.8 | -3.0 | -4 | -2 | 7 | 2 | -2 | 26 | 0.7
O=C(Nc1sc2c(c1CN1CCOCC1)CCC2)c1ccc(F)cc1 | 3.8 | 6.7 | -1.9 | -2 | 4 | 1 | -4 | -9 | -1 | 4.8
CC(C)c1[nH]c(=O)c(C#N)c2c1COC(C)(C)C2 | 1.2 | 1.9 | -2.1 | . | -23 | . | 23 | -2 | -4 | 0.8
O=C(NCc1ccc2c(c1)OCO2)C1CCN(S(=O)(=O)c2ccc(F)cc2)CC1 | 0.0 | -2.3 | -1.7 | -2 | -2 | -2 | 2 | 5 | 1 | 0.7
COc1ccc(S(=O)(=O)Nc2nc3c(s2)C(=O)CC(C)(C)C3)cc1 | -2.3 | -0.4 | -0.7 | 4 | . | -1 | . | -4 | 3 | 1.5
CC(C)(C)c1csc(NNC(=O)c2ccc(Br)cc2)n1 | 1.8 | 1.2 | 0.2 | -2 | 32 | 0 | -32 | -9 | -4 | 0.6
Cc1ccc(S(=O)(=O)N2CCN(c3ncnc4sccc34)CC2)cc1 | -0.4 | -0.9 | -1.0 | -3 | -10 | -2 | 10 | -5 | -19 | 1.1
CC1CCN(C(=O)COC(=O)c2cc(Cl)c3c(c2)OCO3)CC1 | 0.9 | 2.5 | -2.7 | 2 | 1 | 32* | -1 | 0 | 64 | -0.5
Cc1ccc(-c2cn3cccnc3n2)cc1NC(=O)c1c(-c2ccccc2Cl)noc1C | -0.1 | 3.3 | -2.6 | . | 2 | . | -2 | -5 | -14 | 1.1
Cc1ccc(/C=C2\CCOC2=O)cc1 | -2.9 | 5.1 | -0.7 | -2 | -5 | 1 | 5 | 1 | 2 | -1.7
O=C(Nc1cccc(S(=O)(=O)N2CCCC2)c1)c1ccc(Cl)nc1 | -0.6 | 4.4 | -0.8 | -4 | 57 | -3 | -57 | -1 | -33 | -2.9
CCCOc1ccc(C2C(C(=O)c3ccc(C)o3)=C(O)C(=O)N2CCCn2ccnc2)cc1 (centres undefined) | 0.0 | 3.5 | -1.8 | 0 | 1 | -2 | -1 | -3 | 1 | 0.0
Cn1c(=O)n(C)c2cc(S(=O)(=O)Nc3ccccc3)ccc21 | 0.6 | 3.1 | -0.5 | -4 | -9 | 0 | 9 | -4 | -9 | 6.6
CCOC(=O)C1=C(c2ccccc2)NC(=S)NC1c1ccc(C)c([N+](=O)[O-])c1 (centres undefined) | 2.2 | 1.7 | -0.3 | 4 | 35 | 1 | -35 | 3 | -11 | 0.8

Screening results: PubChem, several laboratories
